High-throughput results: PubChem, National Center for Advancing Translational Sciences (NCATS)
TbPYK inhibitor: blocks Trypanosoma brucei pyruvate kinase. TbPYK enzyme, Kinase-Glo Plus ATP luminescence, 45 min. Potency, µM (top dose mostly 76.8 µM), for the others: at the highest dose activity, negative = inhibition, usual class: inhibitors. 410,000 compounds, 0.12% hits. AID 624173; note: potency is the fitted concentration of half-maximal effect; nearly all actives have a fitted effect of over 50% in size
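T. brucei PYK with substrate was exposed to pin-transferred compounds across a concentration series, then started with 130 uM ADP (final). After 45 min at room temperature, Kinase-Glo Plus luminescence was read, normalized and curve-fitted.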
LmPK inhibitor: inhibitors of Leishmania mexicana pyruvate kinase; Q27686; purified LmPK, Kinase-Glo ATP luminescence, 1 h; Potency, µM (highest dose often 57.5 µM), for inactives: top-dose activity change, negative = inhibition, actives largely listed as inhibitors; 290,000 compounds, 0.37% hits; note: potency is the fitted concentration of half-maximal effect
Target sequence (Q27686 whole entry, looked up): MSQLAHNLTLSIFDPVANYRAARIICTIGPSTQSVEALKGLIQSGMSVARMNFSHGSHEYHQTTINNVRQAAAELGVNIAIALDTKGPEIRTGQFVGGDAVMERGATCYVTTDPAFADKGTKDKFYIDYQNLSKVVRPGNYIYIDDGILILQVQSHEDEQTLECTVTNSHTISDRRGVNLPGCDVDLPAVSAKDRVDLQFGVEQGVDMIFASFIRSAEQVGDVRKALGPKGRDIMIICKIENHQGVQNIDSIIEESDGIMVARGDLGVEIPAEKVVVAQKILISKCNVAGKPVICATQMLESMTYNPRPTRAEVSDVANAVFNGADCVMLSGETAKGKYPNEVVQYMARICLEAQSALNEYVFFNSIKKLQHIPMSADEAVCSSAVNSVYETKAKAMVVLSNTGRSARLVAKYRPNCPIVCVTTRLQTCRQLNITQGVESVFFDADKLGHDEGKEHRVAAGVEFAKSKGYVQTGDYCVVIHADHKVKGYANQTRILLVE
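ATP generated from ADP (0.1 mM) and PEP (0.5 mM) by 0.1 nM LmPK over 1 h at room temperature (pH 7.2 imidazole buffer) was detected by coupled luciferase luminescence. Values were normalized to uninhibited and no-enzyme wells.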
Sm TGR block: blocks Schistosoma mansoni thioredoxin glutathione reductase | Q962Y6 | purified TGR, DTNB reduction, TNB absorbance 405 nm | Potency, µM (titrated, usually from 114 µM), inactives show at the top dose activity change, negative = inhibition, most hits filed as inhibitors | 360,000 compounds, 3% hits | AID 485364; note: potency is the fitted concentration of half-maximal effect; nearly all actives have a fitted effect of over 60% in size
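TGR 20 nM + NADPH 100 uM (dispensed conc.), cpd preinc 15 min RT; start with NADPH (500 uM addition) then DTNB (15 mM addition). Kinetic TNB absorbance, 405 nm filter. Four-parameter Hill fit across titration.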
HCMV antiviral: blocks human cytomegalovirus replication; activity change, negative = inhibition, % at 57.5 µM; AID 1259415; 410,000 compounds, 4.5% hits; HFF cells, HCMV-luciferase reporter, 72 h; stronger effect = lower value; in the data active = activity change below about -60%; inconclusive = no clear call, values can overlap the other calls; inactive = above about -39%
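Human foreskin fibroblasts infected with luciferase-reporter HCMV at MOI 1 PFU/cell, compounds at two doses. Luciferase measured 72 h post infection; normalized to buffer-only basal and Salinomycin (10uM) controls.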
AMA1-RON2 inh: AMA1-RON2 (P. falciparum) interaction inhibition; AlphaScreen AMA1-biotinylated RON2 peptide binding; Potency, µM (top dose mostly 58.2 µM), for inactives: at the highest dose activity change, negative = inhibition, actives largely listed as inhibitors; 360,000 compounds, 0.2% hits;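 note: potency is the fitted concentration of half-maximal effect; 0% = vehicle wells and -100% = peptide control; nearly all actives have a fitted effect of over 45% in size; some results filed as inactive show a strong effect at the top dose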
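AMA1 (3D7) with his tag at 25 nM final met compounds first, then biotinylated RON2 peptide at 25 nM; detection used donor plus acceptor beads, 10 µg/mL apiece, read by AlphaScreen after 30 min at room temperature.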
AmpC inh detg: inhibitors of E. coli AmpC beta-lactamase with detergent. P00811. AmpC hydrolysis of nitrocefin, absorbance 480 nm, 0.01% Triton. Potency, µM (titrated, usually from 114 µM), inactives show at the highest dose activity change, negative = inhibition, actives largely listed as inhibitors. 370,000 compounds, 0.041% hits;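 note: potency is the fitted concentration of half-maximal effect; 0% = no-compound wells and -100% = no-enzyme wells; nearly all actives have a fitted effect of over 25% in size; some results filed as inactive show a strong effect at the top dose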
Target sequence (P00811 whole entry, looked up): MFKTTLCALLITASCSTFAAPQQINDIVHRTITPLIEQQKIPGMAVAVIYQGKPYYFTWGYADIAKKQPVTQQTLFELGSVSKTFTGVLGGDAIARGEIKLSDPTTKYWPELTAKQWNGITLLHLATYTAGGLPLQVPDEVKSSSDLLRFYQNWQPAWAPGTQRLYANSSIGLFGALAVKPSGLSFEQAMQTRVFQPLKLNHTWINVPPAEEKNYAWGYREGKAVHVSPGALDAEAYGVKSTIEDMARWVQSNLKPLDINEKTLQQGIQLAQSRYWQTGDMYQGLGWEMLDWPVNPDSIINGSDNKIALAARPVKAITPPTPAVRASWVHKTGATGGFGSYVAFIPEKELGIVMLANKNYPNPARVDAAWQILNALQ
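20 mM phosphate pH 7.0 + 0.01% (detergent screen) or 0.0001% Triton X-100; 5.3 nM AmpC reagent; cpd preinc 15 min RT; nitrocefin (800 uM stock) to start; A480 q20 s × 4 min; Activity was normalised to no-enzyme and no-compound control wells.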
AmpC no deterg: AmpC beta-lactamase inhibition without detergent; P00811; 330,000 compounds, 0.52% hits; AmpC nitrocefin hydrolysis, absorbance 480 nm, 0.0001% Triton; Potency, µM (series often up to 57.1 µM), for the others: at the highest dose activity change, negative = inhibition, most hits filed as inhibitors;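 note: potency is the fitted concentration of half-maximal effect; plate controls were no compound for no effect and no enzyme for full effect; nearly all actives have a fitted effect of over 20% in size; some results filed as inactive show a strong effect at the top dose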
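AmpC (5.3 nM in the dispensed reagent) in 20 mM phosphate pH 7.0 with 0.01% (detergent screen) or 0.0001% Triton X-100 was preincubated with compounds for 15 min at room temperature. Nitrocefin was then added from an 800 uM solution, and hydrolysis was followed at 480 nm.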
An asterisk follows results filed as active; ? = inconclusive; / = no result given; [ ] = remark or other dose. Unless noted, calls come from the whole dose curve; as a rule, active = well fitted curve in the direction sought with a large enough effect; inconclusive = small, poorly fitted or top-dose-only effect, or another doubt; inactive = no such curve, though single readings can be large; an effect the other way counts as inactive or inconclusive. Unless noted, % is set by controls: 0 for no effect and ±100 for the full control effect.

SMILES	TbPYK inhibitor	LmPK inhibitor	Sm TGR block	HCMV antiviral	AMA1-RON2 inh	AmpC inh detg	AmpC no deterg
Cc1cc(Cl)ccc1NC(=S)N1CCN(Cc2ccc3c(c2)OCO3)CC1	3%	-4%	-3%	8	-15%	4%	45%
Clc1ccc(-c2nnc(SCc3nc(-c4ccccc4)no3)o2)cc1	-5%	12%	-10%	15	4%	-21%	-19%
Cc1cc(C)c(NC(=O)Nc2sc3nc4n(c(=O)c3c2C)CCC(C)CC4)c(C)c1 (centres undefined)	1%	/	-2%	-3	/	-3%	/
Cc1cccc(N(C(=O)CCC(=O)Nc2cc(C)on2)C(C(=O)NC2CCCC2)c2ccc(C)o2)c1 (centres undefined)	3%	1%	2%	0	0%	3%	2%
Cc1ccc(OCc2cc(C(=O)NCC(C)c3ccccc3)no2)cc1C (centres undefined)	13%	0%	0%	/	-16%	4%	-32%
Cc1nc(C(=O)NNC(=O)c2cccc(Cl)c2)c(C(F)(F)F)o1	0%	2%	?	6	79%[activator]	-10%	-25%
COc1ccc(-c2cn(-c3ccc(Br)cc3)c3[n+]2CCS3)cc1	0%	-3%	1%	-90*	-7%[2.32 µM]	?	-17%
O=C(NCc1cccs1)C1CCC(CNS(=O)(=O)c2ccccc2)CC1 (centres undefined)	2%	0%	-3%	16	0%	-12%	-18%
CCn1cc(C(=O)NCc2ccccc2)c(=O)c2cc(F)c(N3CCN(C(=O)c4ccco4)CC3)cc21	-4%	0%	3%	-82*	3%	-6%	153%[activator]
COc1ccc(N(Cc2nnc3n2CCCCC3)C(=O)Nc2cccc(C)c2)cc1Cl	-2%	/	-8%	-13	/	3%	/
N#Cc1cc2c(nc1SCc1cccnc1)CCC2	-6%	-2%	14%	-7	4%	?	-12%
CC(=O)c1ccc2c(c1)OCCOCCOCCOCCO2	2%	7%	1%	/	4%	0%	-9%
CCSc1nnc(NC(=O)c2nn(C(C)C)c(=O)c3ccccc23)s1	0%	-1%	-9%	-19	16%	-3%	80%[activator]
Cc1ccc(NS(=O)(=O)c2ccc3oc(=O)ccc3c2)cc1Cl	-2%	0%	1%	-20	-1%	-2%	-16%
Nc1[nH]c(C(=O)c2ccccc2)c(-c2ccc(Br)cc2)c1C(=O)c1cccs1	-5%	/	/	-1	55%[activator]	/	/
Nc1nonc1-n1nnc(C(=O)N/N=C/c2ccc(OCc3ccccc3F)cc2)c1CNc1ccccc1	-4%	-3%	-3%	?	16%	?	-44%
O=C1CN(C(=O)COC(=O)CCS(=O)(=O)c2ccccc2Cl)c2ccccc2N1	-6%	/	/	17	12%	/	-21%
Cc1ccc(NC(=O)CCS(=O)(=O)c2cc3[nH]c(=O)c(=O)[nH]c3cc2C)cc1	2%	0%	-24%	?	-10%	-4%	-17%
CN(CCO)S(=O)(=O)c1ccc2c(c1)C(=O)c1cc(S(=O)(=O)N(C)CCO)ccc1-2	-6%	1%	3%	4	-1%	?	3%
CC1(C)CC(=O)C2=C(C1)N(c1ccc(F)cc1)C(N)=C(C#N)C2c1cccs1 (centres undefined)	-22%	1%	-4%	?	-3%	?	-31%

Compounds listed so far containing an aryl thioether with sulfur outside any ring, in the order listed:
SMILES	TbPYK inhibitor	LmPK inhibitor	Sm TGR block	HCMV antiviral	AMA1-RON2 inh	AmpC inh detg	AmpC no deterg
Clc1ccc(-c2nnc(SCc3nc(-c4ccccc4)no3)o2)cc1	-5%	12%	-10%	15	4%	-21%	-19%
N#Cc1cc2c(nc1SCc1cccnc1)CCC2	-6%	-2%	14%	-7	4%	?	-12%
CCSc1nnc(NC(=O)c2nn(C(C)C)c(=O)c3ccccc23)s1	0%	-1%	-9%	-19	16%	-3%	80%[activator]

(next part)
SMILES	TbPYK inhibitor	LmPK inhibitor	Sm TGR block	HCMV antiviral	AMA1-RON2 inh	AmpC inh detg	AmpC no deterg
C/C(=N\NC(=O)c1ccc(CSc2nncn2C)cc1)c1ccc2ccccc2c1	4%	4%	9%	-6	-6%	-3%	-20%
COc1cc(C(=O)NCCOc2ccccc2C)c(Br)c(OC)c1OC	0%	-3%	-3%	?	-2%	-19%	33%
Cc1ccc2nc(NC(=O)CN3CCN(c4ccccn4)CC3)sc2c1	3%	1%	-16%	-23	5%	-2%	-12%
COc1ccc(N2CCN(C(=O)c3cc4c(s3)CCCCC4)CC2)cc1	1%	/	-11%	-17	?	9%	17%
O=C(Cn1c(=O)n(Cc2cccs2)c(=O)c2cccnc21)Nc1ccccc1F	4%	/	-2%	7	/	15%	/
CCOCCCNC(=O)C(c1ccc(C)cc1)N(Cc1cccs1)C(=O)c1ccccc1O (centres undefined)	3%	5%	16%	-38	1%	1%	67%[activator]
Cc1ccc(CCNC(=O)c2ccc3c(c2)N(Cc2ccccc2)C(=O)c2ccccc2S3=O)cc1 (centres undefined)	2%	/	13%	-9	/	-7%	/
Cc1ccc(-c2nn(-c3ccccc3)cc2C2SCC(=O)N2Cc2ccccc2)o1 (centres undefined)	-20%	-3%	11µM*	-13	-20%	-7%	-2%
COC(=O)c1ccc(C(=O)Nc2nnc(-c3cccnc3)o2)cc1	/	0%	-1%	87	/	2%	-15%
CC(C)N1CC(COc2ccc(Cl)cc2Cl)OC1=O (centres undefined)	3%	0%	-9%	-30	3%	-6%	41%
O=C(Nc1ccc(Cl)cc1)c1cc(S(=O)(=O)NC2CCCCCC2)ccc1F	2%	/	16%	-67*	/	8%	/
O=C(Cn1c(=O)nc(-c2ccccc2)c2cc(Cl)ccc21)NCc1ccc(Cl)cc1	5%	/	4%	5	/	19%	/
CC12CCC(C(N)C1=O)C2(C)C (centres undefined)	-6%	/	/	-24	8%	/	/
CCCC(CCC)C(=O)Nc1cccc(-c2cn3c(n2)SCC3)c1	-1%	10%	-17%	0	48%[activator]	-9%	-10%
CCOc1ccc(/C=C/c2nc(C#N)c(N3CCCCCC3)o2)cc1	2%	/	-8%	?	/	-1%	/
CCOc1ccc(CCNC(=O)C2CCN(c3ncnc4c3nc3n4CCCCC3)CC2)cc1	4%	/	-11%	?	/	1%	/
COCCCNC(=O)c1cccc2c(-c3cccc(C(N)=O)c3)coc12	2%	/	/	23	51%[activator]	/	/
COc1ccc(NS(=O)(=O)c2ccc(-n3cccn3)cc2)cc1OC	0%	/	-2%	?	/	-7%	/
COCCNC(=O)c1ccccc1NS(=O)(=O)c1ccc(C)c([N+](=O)[O-])c1	26%	0%	-5%	0	-4%	-13%	-13%
CN(C)c1ccc(C(=O)Nc2ccc(S(=O)(=O)NC3=NCCCCC3)cc2)cc1	7%	5%	4%	-27	-26%	?	-4%
Cc1ccc(NC(=O)c2cc(S(=O)(=O)N(C)C)ccc2N2CCCC2)cc1F	-14%	-4%	-3%	44	14%	-1%	-11%
CN(C)CCCNC(=S)N1CCC(c2nc3ccccc3[nH]2)CC1	-5%	-1%	0%	32	14%	-5%	-14%
CN(C(=O)Cn1c(=O)n(CCC(=O)NCc2ccc3c(c2)OCO3)c(=O)c2sccc21)c1ccccc1	3%	/	0%	36	/	19%	/
CC(=O)NCCSCCNC(C)=O	-16%	11%	2%[11.4 µM]	37	24%	-1%	-8%
NC(=O)C1CC=CCC1C(=O)OCC(Cl)=C(Cl)Cl (centres undefined)	1%	-2%	0%	14	3%	?	-13%
Cc1cnc(NC(=O)CSc2nnc(-c3ccc(Cl)cc3Cl)n2N)s1	-15%	-2%	3%	3	1%	?	1%
COc1cc2c(cc1OC)C(C)N(C(=O)C1=NN(c3cccc(C)c3)C(=O)CC1)CC2 (centres undefined)	-1%	3%	-25%	-11	3%	-3%	117%[activator]
O=C(NC1CCCCC1)C(c1cccs1)N(C(=O)c1ccccn1)c1ccccc1 (centres undefined)	1%	3%	-3%	0	-3%	-17%	-11%
O=C(Nc1ccccc1Cl)c1sc2cccc(Cl)c2c1Cl	4%	/	-8%	16	/	-3%	/
Cc1ccn2cc(-c3cccc(NC(=O)C(C)C)c3)nc2c1	-16%	-7%	/	45	3%	4%	-32%
O=C(O)c1ccccc1-c1ccccc1C(=O)NCc1ccccc1Cl	-12%	-6%	5%	13	6%	?	-10%
COc1ccc(S(=O)(=O)N2CCN(Cc3ccc4c(c3)OCO4)CC2)cc1F	-7%	-8%	-2%	?	-27%	-4%	28%
CC1CCN(C(=O)CCc2ccc(Oc3cc([N+](=O)[O-])cc([N+](=O)[O-])c3)cc2)CC1	-5%	1%	-16%	?	?	-9%	7%
COc1ccccc1OCc1nc2ccccc2s1	-8%	16µM*	-12%	83	25%	0%	-30%
NC(=O)c1cnn(Cc2ccc(Cl)cc2)c1N	5%	3%	-20%	-2	-8%	?	-11%
CC1CCCCC1NC(=O)COC(=O)c1ccc(N(C)C)cc1 (centres undefined)	-1%	-3%	-4%	-26	7%	?	-7%
COc1cc(OC)c(C(=O)Nc2ccncc2)cc1OC	3%	2%	-21%	37	3%	3%	-4%
Cc1ccc(NC(=O)c2ccc(-c3cc(Cl)ccc3Cl)o2)c(C)c1	4%	/	/	-11	-14%	/	/
Cc1cc(N2CCCC2)nc2ccc(NC(=S)NCCCN3CCC(C)CC3)cc12	-3%	6%[11.5 µM]	-33%	-88*	14%	9%	-8%
COc1ccc(CNC(=O)[C@@H](NC(=O)C2CCN(S(=O)(=O)c3ccccc3)CC2)C(C)C)cc1	3%	0%	9%	-6	-9%	1%	2%
CN(CC(=O)Nc1cccc(F)c1)C(=O)COc1cccc2c1OC(C)(C)C2	4%	-5%	-20%	16	7%	4%	39%
Cc1nn(C)cc1CN(C)C(=O)C1CCC(=O)N(CCc2cccc(F)c2)C1 (centres undefined)	-3%	/	/	45	9%	/	/
CN(C)c1cccc(F)c1C(=O)NC(=O)Nc1ccc(Cl)cc1	1%	/	/	-18	2%	/	/
C[C@@H]1[C@@H](Sc2ccccc2)CC(=O)O[C@@H]1c1ccc(-c2ccccc2)cc1	-1%	/	/	?	24%	/	/
COc1cccc(-c2n[nH]c3c2CCC3)c1	4%	-2%	17%	-4	16%	3%	-17%
